# Autophagy HCS = autophagy modulators in MEF cells, primary screen, imaging, high-content, MEF GFP-LC3. MEF GFP-LC3 puncta imaging; test concentration mostly 10 µM. AID 463193, 2010. calls only at 10 µM (by protocol). 190,000 tested, 0.98% active;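 active means percentage of spot-positive cells more than 3 SD above its plate mean, without a fluorescence outlier flag or 80% toxicity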;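 further: spot-positive cell cutoff set from DMSO-treated cells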
# HIV fusion peptide = inhibitors of HIV fusion peptide binding, primary screen, biochemical, uHTS, fluorescence dequenching (AID 1986); one-dose inhibition, % at 20 µM; IC50 in µM for titrated hits; cell-free peptide binding, fluorescence dequenching, 30 min; higher % means a stronger effect; 290,000 tested, 0.3% active; in the data active means inhibition mostly above about 52%, no sharp cut-off; inactive means mostly below about 76%; further: some results filed as inactive read as strong as hits
# b-catenin transl = modulators of beta-catenin nuclear translocation, primary screen, imaging, HeLa cells, immunofluorescence, high-content; nuclear translocation activity, % at 5 µM; 190,000 tested, 0.3% active; AID 1665, 2009;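 active means nuclear translocation activity above 50% at 5 µM, with a well cell count of 50 or more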;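 further: per-cell ratio of nuclear to cytoplasmic median beta-catenin stain intensity; plate controls were DMSO negative control for no effect and GSK-3 inhibitor IX positive control for full effect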
#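 Test system: human HeLa cells, endogenous beta-catenin. Times: 24 h compound exposure, 37°C. Measured by: beta-catenin immunofluorescence imaging with DAPI.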
# AID2073 = inhibitors of Mint1-CaV2.2 protein interaction, biochemical, HTRF (AID 2073) | Voltage-dependent N-type calcium channel subunit alpha-1B (Homo sapiens) | HTRF protein-protein interaction, Mint1-CaV2.2; higher % means a stronger effect | inhibition, % at 20 µM, or IC50 in µM where a hit was titrated | 290,000 tested, 0.19% active; in the data active means inhibition mostly above about 51%, no sharp cut-off; further: some results filed as inactive read as strong as hits
# WT yeast gro inh = growth inhibition of WT strain, primary screen, mitochondrial fusion inhibitor project, WT and mutant strains, chemical genetic. mitochondrial fusion phenotypic screen. inhibition, % at 10 µM. 190,000 tested, 2.1% active. AID 1362, 2008; in the data active means inhibition above about 58%; tested in S. cerevisiae
# Dynein transport = inhibitors of GR-EGFP nuclear translocation, primary screen, dynein cargo transport inhibitor project, imaging, high-content, 3617.4 mouse cells; test concentration mostly 20 µM; stimulated with dexamethasone, 1 µM; hits give low values; z-score, hits read low; 220,000 tested, 0.47% active;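 active means plate z-score of nuclear minus cytoplasmic receptor signal below a set negative limit, without overly bright fluorescence or cell loss, cut at about -3.5 in these data, passing the limit was not always enough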;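 further: z-score of nuclear minus cytoplasmic ring GR-EGFP intensity difference per well; some compounds called inactive have numbers as strong as hits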
#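 Schedule: 48 h induction, then 1 h compound, then 30 min agonist, 37 °C. Buffer or medium: tetracycline-free induction medium containing charcoal-stripped FBS. Reagent: 1.0 µM final dexamethasone stimulus. Evaluation: nuclear versus cytoplasmic GR-EGFP signal, averaged per well. Signal: high-content fluorescence imaging after fixation.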
# MT stabilizer = microtubule stabilizers in HeLa cells, primary screen, imaging, high-content imaging | HeLa tubulin immunostaining HCS, 24 h; share of cells brighter than vehicle mean+2SD | % tubulin-high responders, % at 10 µM | 200,000 tested, 0.83% active | AID 2205, 2009;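 active means plate Z-score above 3 for both tubulin-high and condensed-nucleus cell shares, with cell loss under 80%, at 10 µM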;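 further: anti alpha tubulin signal scored within the nucleus-defined area of each cell; some results filed as inactive read as strong as hits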
# Ins promoter up = insulin promoter activators in MIN6 cells, imaging, high-content screening, mouse beta cells | MIN6 insulin promoter-GFP reporter; hits give high values | z-score at 5 µM | 190,000 tested, 0.3% active;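 active means z-score above 3 at 5 µM with at least 500 cells counted in the well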
# Yfh1-depleted yeast = enhancers of respiration in Yfh1-depleted yeast, dose response, Friedreich's ataxia, plus single-dose screen (AID 1465). S. cerevisiae Yfh1-off respiration, WST-1 reduction, 72 h; higher fold induction means a stronger effect. fold induction at 50 µM; hits with a dose series show EC50 in µM. 220,000 tested, 0.074% active;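 active means fold induction of absorbance versus untreated yeast above a set limit, then at least 30% activation at any dose in follow-up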;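 further: activators that raise dye reduction in frataxin-depleted yeast; strong numbers were not always called active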
# WT yeast gro inh mutant strain = also measured in WT yeast gro inh; calls as there; inhibition, %; mitochondrial fusion phenotypic screen, mutant strain inhibition
# Dynein transport cytoplasmic EGFP = recorded beside Dynein transport, whose call it bears; z-score; measured here: cytoplasmic GR-EGFP intensity; hits give high values
# Dynein transport nuclear GR-EGFP = second read-out of Dynein transport, no call of its own (marks repeat the call); z-score; measured here: nuclear GR-EGFP intensity;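 lower value marks the stronger effect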
# Dynein transport cell count = recorded beside Dynein transport, whose call it bears; z-score; measured here: cell count per field
# Ins promoter up cell count = recorded beside Ins promoter up, whose call it bears; cell count; measured here: cytotoxicity, nuclei count;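 total cells summed across four imaged fields per well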
# b-catenin transl cell count 5 µM = second read-out of b-catenin transl, no call of its own (marks repeat the call); cell count; measured here: cell count, cytotoxicity flag
# MT stabilizer Hoechst-high % = recorded beside MT stabilizer, whose call it bears; % Hoechst-high responders; measured here: nuclear condensation Hoechst responders;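 share of cells brighter than vehicle mean plus two SD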
# MT stabilizer cytotoxicity % = further read-out of MT stabilizer, marked with its call; toxicity, %; measured here: cytotoxicity by cell density;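 0% = mean cell density of plate MIN control wells and 100% = no cells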
# Autophagy HCS cell loss 18 h = second read-out of Autophagy HCS, no call of its own (marks repeat the call); toxicity, %; measured here: cell loss, nuclei count;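 cell loss after 18 h compound exposure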
# Starred values were filed as active, the others as inactive; i = inactive; / = not tested or not shown.
mol	Autophagy HCS	Autophagy HCS cell loss 18 h	HIV fusion peptide	b-catenin transl	b-catenin transl cell count 5 µM	AID2073	WT yeast gro inh	WT yeast gro inh mutant strain	Dynein transport	Dynein transport cytoplasmic EGFP	Dynein transport nuclear GR-EGFP	Dynein transport cell count	MT stabilizer	MT stabilizer Hoechst-high %	MT stabilizer cytotoxicity %	Ins promoter up	Ins promoter up cell count	Yfh1-depleted yeast
COCCOC(=O)c1sc2nc[nH]c(=O)c2c1C	i	-3.2	4.8%	-0.8	1087	17.3%	-13.0	-7.8	0.113	-0.368	-0.0475	0.903	3.9	3.1	6.1	0.07	1315	i
CCOc1ccc(C(C)=O)cc1CSc1nnc(N)s1	i	0.0	2.3%	0.9	1080	25.2%	1.6	6.2	0.904	-0.304	-0.00144	-1.16	1.8	3.6	5.0	-1.8	1342	i
CCCc1ccc(C2C3=C(CC(C)(C)CC3=O)NC3=C2C(=O)c2ccccc23)cc1 (stereo not drawn)	i	-24.9	-1.8%	-1.0	1337	24.1%	12.6	8.3	-0.339	-0.207	-0.411	0.0266	3.6	3.3	9.5	-1.29	1278	i
Cc1ccc(C(=O)C(C)OC(=O)c2n[nH]c(=O)c3ccccc23)cc1 (stereo not drawn)	i	-14.8	-2.1%	-0.9	1175	3.2%	2.4	17.9	-0.147	-0.0644	0.164	-0.847	1.9	1.6	7.7	-0.37	1409	i
CN1C(=O)C2(C(C#N)=C(N)N(c3cc(Cl)cc(Cl)c3)C3=C2C(=O)CC(C)(C)C3)c2ccccc21 (stereo not drawn)	i	-1.6	-2.1%	0.4	1122	12.3%	13.3	15.2	-0.169	-0.17	0.0548	0.712	3.0	2.3	8.4	0.29	963	i
O=S(=O)(c1ccc2c(c1)OCCO2)N1CCC(O)(c2ccc(Cl)cc2)CC1	i	8.1	-1.5%	/	/	1.9%	33.1	20.7	0.382	-0.144	0.581	-1.34	5.0	2.8	1.7	-0.56	1281	i
CCN(CC)CCNC(=O)C1CCC(=O)N1CCc1ccccc1 (stereo not drawn)	i	13.0	-1.0%	-0.2	1392	0.5%	17.7	-12.5	0.0423	-0.382	-0.414	0.558	3.0	0.8	1.9	-0.02	1661	i
CCC(=O)c1ccc(OCc2ccc(C(=O)OC)o2)c(OC)c1	i	-5.9	-1.6%	-1.0	1116	1.0%	8.1	3.1	1.78	-0.193	1.17	0.162	2.2	1.2	1.8	0.42	1285	i
Cc1ccc(S(=O)(=O)N2CCCC2C(=O)Nc2nc3ccccc3s2)cc1 (stereo not drawn)	i	2.0	-0.4%	0.2	1053	1.8%	12.9	18.5	3.08	-0.202	2.03	-0.596	3.0	1.1	9.7	-0.23	1353	i
Cc1ccc(OCCn2cnc3sc(C(N)=O)c(C)c3c2=O)cc1	i	0.8	1.4%	-2.0	1179	1.6%	-11.4	-1.1	0.624	-0.304	-0.115	0.0995	1.6	1.9	1.0	1.21	1158	i
O=C(CCNS(=O)(=O)c1cccc2nonc12)NC1CCCc2ccccc21 (stereo not drawn)	i	12.6	-2.8%	/	/	-4.2%	-4.4	-1.3	-1.46	-0.162	-0.461	-0.0127	3.0	2.9	10.5	-0.66	1285	i
CC1CCCCC1NC(=S)Nc1cccc(S(=O)(=O)N(C)C)c1 (stereo not drawn)	i	1.2	-0.5%	0.0	1104	-9.3%	11.6	8.6	1.63	-0.25	1.88	-2.55	3.1	1.7	5.1	-0.15	1301	i
CCOC(=O)C(C)Sc1nc(=O)n2cc(C)ccc2n1 (stereo not drawn)	i	5.7	2.5%	-3.1	1045	-0.1%	1.6	-7.7	1.08	-0.32	0.535	-1.06	2.2	2.5	5.8	1.31	1267	i
Cc1[nH]n(-c2ccccc2)c(=O)c1N=Nc1nccs1	i	7.3	3.2%	-5.7	1250	2.2%	21.6	-27.1	0.266	-0.247	0.802	0.378	1.6	1.3	3.8	-0.05	1027	i
COc1cccc(CNC(=O)c2ccc(S(=O)(=O)N3CCCC3)cc2)c1	i	-7.3	-2.5%	6.6	999	-1.9%	-43.6	-27.0	-0.903	0.151	-0.178	-1.24	1.2	1.4	3.8	0.59	809	i
CC1(C)Cc2c(sc3nc(-c4ccccc4)n(N)c(=O)c23)CO1	i	1.8	10.2%	-0.1	1421	8.3%	-4.6	-17.2	0.492	-0.173	0.636	-0.562	2.2	2.3	8.3	0.51	1499	i
CC(C)C(=O)NC(NC(=S)Nc1cccc2cccnc12)C(Cl)(Cl)Cl (stereo not drawn)	i	0.6	0.0%	-1.7	1345	-20.5%	-1.7	-0.6	0.0988	-0.185	-0.186	0.375	2.2	1.0	1.4	-0.2	1605	i
CN(C)C=Nc1ccc(Cl)c(Cl)c1	/	/	0.2%	-0.2	1249	8.2%	/	/	0.343	-0.272	-0.246	0.362	/	/	/	-0.06	1145	i
CSC(=S)N/N=C(\C)c1ccc(Br)cc1	i	-11.6	-3.0%	-1.3	1032	-17.0%	67.7*	39.7*	-0.378	-0.171	0.353	-0.899	1.6	1.1	5.8	0.11	1348	i
Cc1cc(C)cc(NC(=O)COC(=O)CN=C2NS(=O)(=O)c3ccccc32)c1	i	-4.1	1.6%	-2.8	1008	5.5%	-4.5	-16.6	0.895	-0.142	0.844	-1.08	2.0	1.6	8.5	0.77	1637	i
O=C(COc1ccccc1)NC1CCN(Cc2ccccc2)CC1	i	-11.5	0.3%	/	/	-7.3%	-11.9	21.8	-0.881	-0.122	-1.07	0.588	2.3	1.5	9.5	-1.02	1285	i
COc1ccc(O)c(/C=N/NC(=S)Nc2cccnc2)c1	i	15.7	2.5%	-1.7	967	25.4%	7.7	12.5	0.104	-0.296	-0.0281	-0.524	6.4	1.5	4.6	0.1	1157	i
CCN(CCCNC(=O)CCNC(=O)Cn1ccc2ccccc2c1=O)c1ccccc1	i	-2.5	-2.8%	-0.5	1030	-0.2%	13.3	25.3	1.01	-0.215	0.413	0.6	2.6	1.8	6.7	-0.15	994	i
O=C(Cc1ccc(Cl)cc1)N/N=C/c1ccncc1	i	-1.5	0.7%	1.1	1469	0.4%	-8.1	-7.0	-0.319	-0.255	-0.44	1.02	1.8	2.4	4.2	-0.14	1478	i
Cc1[nH]c2ccccc2c1C(=O)CSc1nncn1C	i	15.5	1.2%	-0.5	1089	-8.6%	-15.2	8.8	0.294	-0.221	0.14	0.55	3.0	0.8	4.0	/	/	i
O=[N+]([O-])c1ccccc1CSc1nnc2ccccn12	i	37.1	-1.4%	0.7	1113	-2.4%	0.9	2.4	-0.905	-0.348	-0.519	1.1	4.1	1.5	0.7	-0.08	1231	i
CCOc1ccc(OCC)c(NC(=O)C2CCCN(S(=O)(=O)c3c(C)n[nH]c3C)C2)c1 (stereo not drawn)	i	-5.5	-2.9%	/	/	-2.5%	-3.2	-3.6	-0.183	-0.199	0.107	0.387	1.6	4.8	8.3	0.18	952	i
Cc1c(NC(=O)CSc2nc3ccccc3[nH]2)c(=O)n(-c2ccccc2)n1C	i	16.9	1.6%	-5.4	1088	4.0%	-0.6	1.6	0.179	-0.304	0.162	-0.0872	5.3	4.1	8.5	-0.01	1206	i
O=C(CN(Cc1ccco1)C(=O)Cn1nnc(-c2ccc(F)cc2)n1)NC1CCCC1	i	-5.4	1.4%	-1.0	1414	1.9%	-9.8	-3.7	-1.06	-0.219	-0.394	1.74	2.5	2.1	4.3	-0.58	1444	/
COc1ccc(C2=NCCc3cc(OC)c(OC)cc32)cc1OC	i	4.4	4.1%	-1.2	856	17.6%	-7.7	-27.6	0.0499	-0.29	-0.234	0.107	3.1	3.6	9.1	/	/	i
COc1ccc(C(=O)Nc2ccc3oc(-c4cccc(F)c4)nc3c2)cc1OC	i	8.9	0.9%	/	/	4.6%	-5.7	-0.9	-0.768	-0.264	-0.422	0.882	2.9	3.0	6.1	0.36	965	/
Cc1cc(C(=O)NCc2cccs2)cs1	i	-4.4	0.2%	/	/	23.7%	4.2	-7.9	0.478	-0.261	0.507	-0.738	1.8	1.5	6.6	/	/	i
NNC(=O)CSCc1nc(-c2ccccc2)cs1	/	/	-0.4%	-0.8	1151	-6.8%	/	/	-0.387	-0.175	-0.251	0.255	/	/	/	-0.32	1493	i
O=C(C1CCCO1)N1CCN(C(=S)Nc2ccccc2)CC1 (stereo not drawn)	i	-2.9	-3.2%	5.1	550	-21.5%	2.2	-20.3	0.66	-0.023	-0.0548	-0.513	4.6	5.0	4.4	0.62	1220	i
Cc1ccc(C)c2c1c1ccccc1n2C	/	/	-0.5%	0.6	1311	12.2%	/	/	0.00727	-0.259	-0.127	-0.0505	/	/	/	1.06	1338	i
CCNC(=O)OCc1cn(-c2ccc(Cl)cc2)nn1	i	-15.6	0.7%	-2.9	1077	1.1%	2.2	-13.4	1.27	-0.222	0.264	-0.269	2.7	1.9	14.4	-0.09	1368	i
COCCCNC(=O)Cn1nc(-c2ccccc2OC)ccc1=O	i	-2.7	-0.8%	2.1	1358	10.0%	22.9	10.7	-0.253	-0.159	-0.805	-0.261	3.0	1.9	1.8	-0.16	1714	/

# Source: PubChem BioAssay
